Screening data as filed in PubChem.
proKLK7 act: activators of human kallikrein-7 zymogen | P49862 | AID 652039 | purified proKLK7, EDANS-DABCYL substrate fluorescence; 100% is mature enzyme control, 0% vehicle | activation, % at 7 µM | hit rate 0.9% among 370,000;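 active means activation above the mean of all tested compounds plus 3 SD, computed per campaign excluding outliers beyond control limits, cut at about 13% in these data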
Target sequence (P49862 whole entry, looked up): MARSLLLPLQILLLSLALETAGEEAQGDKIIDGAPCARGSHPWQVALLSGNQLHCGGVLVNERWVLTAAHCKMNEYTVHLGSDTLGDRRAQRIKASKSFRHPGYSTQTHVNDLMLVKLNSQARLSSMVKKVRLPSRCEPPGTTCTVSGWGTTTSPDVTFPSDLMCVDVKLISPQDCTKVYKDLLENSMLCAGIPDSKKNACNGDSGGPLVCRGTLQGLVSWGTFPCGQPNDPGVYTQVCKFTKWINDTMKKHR
DDE Tn7 FP inh: inhibitors of Tn7 peptide binding to human fibrin DD(E); P02675; FP displacement of FITC-Tn7 peptide from fibrin DD(E); 0% = median of compound wells per plate; inhibition, % at 8.3 µM; hit rate 0.13% among 370,000;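 active means inhibition above the mean of compounds falling within the control limits plus 3 SD of them, cut at about 14% in these data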;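 further: 0% = plate median of compound wells and 100% = 10 µM Aha-Tn7 peptide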
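Measure: % inhibition scaled between sample-field median and high-control FP; Test system: human fibrin DD(E); Quantity: 2 µM final DD(E) protein; Doses: one dose, 8.3 µM nominal; Schedule: compound with protein 10 min, then 3 h after probe, room temperature; Detection: fluorescence polarization; Medium: Tris buffer with calcium and detergent, pH 7.8.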
PLCg1 inh: inhibitors of human phospholipase C gamma1; inhibition, % at 12.2 µM; purified PLC-gamma1, fluorogenic substrate, fluorescence; AID 720700; hit rate 0.84% among 370,000; in the data active means inhibition above about 9.5%
ARFGAP1 inh: inhibitors of rat ARFGAP1. Arfgap1-stimulated ARF1 GTP hydrolysis, GDP FP detection. inhibition, % at 16.5 µM. hit rate 0.26% among 360,000. Q62848;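 active means inhibition above a per-plate limit, mean inhibition of low control wells plus 3 SD, cut at about 25% in these data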;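 further: 0% = DMSO wells with enzyme and 100% = wells lacking Arfgap1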
Target sequence (Q62848 1-136 limits assumed): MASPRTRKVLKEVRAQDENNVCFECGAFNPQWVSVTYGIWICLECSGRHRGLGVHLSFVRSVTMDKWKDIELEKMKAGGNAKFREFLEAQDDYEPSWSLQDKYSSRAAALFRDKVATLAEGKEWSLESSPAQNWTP
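Assay system: purified rat His6-Arfgap1 residues 1-136 (GAP domain); Reagent: human Δ17 ARF1 bound to GTP; Dosing: 16.5 µM single point, 1.26% DMSO; Times: GTP hydrolysis reaction 2 h at 25 °C; Signal: FP, GDP Alexa 633 tracer displaced from anti-GDP antibody, 620/688 nm; Measure: % inhibition from polarization.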
DDE Tn6 FP inh: disrupts Tn6 cyclic peptide binding to fibrin D-Dimer-E complex; P02675; Fibrin DD(E) TRITC-Tn6 fluorescence polarization displacement; inhibition, % at 8.3 µM; hit rate 0.21% among 370,000; AID 720509;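 active means inhibition above a per-campaign cutoff: mean of compounds within control limits plus 3 SD, cut at about 15% in these data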;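 further: 0% = median of all compound wells on the plate and 100% = blocking peptide control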
Rev-erbA mod: modulates human Rev-erb alpha binding to DNA; hit rate 0.79% among 370,000; AID 1259318; activity, % at 10 µM; Rev-erbα–FITC-DNA binding, fluorescence polarization, 90 min;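 active means activity above about 14%, limit read from the data; passing the limit was not always enough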;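 further: 0% = DMSO wells with 35 nM protein and 100% = DMSO wells with 750 nM protein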
sPLA2-III inh: Blocks human group III sPLA2 activity | Q9NZ20 | QFRET BODIPY PC-A2 liposome hydrolysis, fluorescence | inhibition, % at 12.2 µM | hit rate 0.56% among 370,000 | AID 743126;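 active means inhibition above mean plus 3 SD of compounds lying within the high and low control bounds, cut at about 19% in these data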;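 further: 0% = median of test compound wells and 100% = no enzyme DMSO wells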
PLC-beta3 inh: blocks human PLC-beta3 enzyme activity | Purified PLC-beta3, fluorogenic substrate, fluorescence | inhibition, % at 12.2 µM | hit rate 0.18% among 370,000 | AID 720704; in the data active means inhibition above about 11%;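 further: 0% = median of compound wells on plate and 100% = full blocker control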
UHRF1 MBD2 ctr: UHRF1 methyl-DNA binding inhibition | Q96T88 | UHRF1 binding to methylated oligo, TR-FRET | inhibition, % at 4.4 µM | hit rate 0.75% among 370,000 | AID 687016; in the data active means inhibition above about 21%;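 further: UHRF1 SRA domain binding a hemimethylated CpG hairpin DNA probe; 0% = median of test compound wells and 100% = reference inhibitor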
ASAP1 inh: blocks human ASAP1-stimulated Arf1 GTP hydrolysis; Q9ULH1; hit rate 0.19% among 360,000; GDP FP detection; inhibition, % at 16.5 µM; AID 624377; in the data active means inhibition above about 25%;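 further: 0% = vehicle with enzyme and substrate and 100% = no enzyme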
Target sequence (Q9ULH1 325-724 limits assumed): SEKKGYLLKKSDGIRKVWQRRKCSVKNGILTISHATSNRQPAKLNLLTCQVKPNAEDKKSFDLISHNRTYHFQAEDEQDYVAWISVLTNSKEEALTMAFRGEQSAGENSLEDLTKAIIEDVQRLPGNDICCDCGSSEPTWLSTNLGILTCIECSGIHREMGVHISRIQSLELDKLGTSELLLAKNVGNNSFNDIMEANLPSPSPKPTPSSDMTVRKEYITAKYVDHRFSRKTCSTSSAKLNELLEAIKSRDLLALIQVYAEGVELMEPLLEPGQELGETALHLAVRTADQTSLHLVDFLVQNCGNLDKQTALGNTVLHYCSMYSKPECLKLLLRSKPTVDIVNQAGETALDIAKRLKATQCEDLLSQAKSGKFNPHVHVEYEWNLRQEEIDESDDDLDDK
Active calls of the source: *; i = inactive; . = not tested or not shown. Outcome played no part in choosing rows (roughly 4.5% active in at least one column).

SMILES	proKLK7 act	DDE Tn7 FP inh	PLCg1 inh	ARFGAP1 inh	DDE Tn6 FP inh	Rev-erbA mod	sPLA2-III inh	PLC-beta3 inh	UHRF1 MBD2 ctr	ASAP1 inh
CC(C)c1cc(CNC(=O)CCc2nnc(CCCc3ccccc3)o2)on1	-0.6	-2	4	-4	0	-1	0	3	2	9
O=c1[nH]c(=S)n2c(c1-c1ccccc1)OC(CBr)C2 (stereo not given)	-0.3	1	2	5	3	3	3	0	0	-7
CC(C)(C)NC(=O)C(c1ccc(O)cc1)N(C(=O)CCC(=O)Nc1ccccn1)c1ccc(F)cc1 (stereo not given)	0.4	1	0	-9	-11	1	-15	-3	0	3
Cc1cccc(Cl)c1-n1nnnc1C1(C)CSCC(=O)N1Cc1ccc(F)cc1 (stereo not given)	0.3	-8	0	.	2	4	-9	0	-1	.
CC1=CCC2C(=O)N(c3cccc(C(=O)N(C)C4CCCCC4)c3)C(=O)C2C1 (stereo not given)	-0.8	-6	-5	-6	5	1	-10	-4	-1	5
COc1cc(CN2CCNC(=O)C2CC(=O)NCCCN2CCOCC2)cc(OC)c1 (stereo not given)	0.9	6	-5	14	4	7	10	-18	6	4
COCc1cc(N2CCNC[C@H]2C)ccc1N1CCS(=O)(=O)CC1	0.2	-3	-3	14	8	-1	6	-2	3	-8
NC(=S)Nc1cccc2[nH]ccc12	-0.6	-1	-1	8	-4	-1	6	-2	3	4
Nc1c(N(Cc2ccco2)C(=O)c2cccc(Cl)c2)c(=O)[nH]c(=O)n1Cc1ccccc1	-0.6	-5	-15	6	-7	0	2	-12	-3	4
O=C(Nc1nnc(SCc2ccccc2Cl)s1)C1COc2ccccc2O1 (stereo not given)	0.9	-1	0	-7	-1	.	-7	4	-2	6
CCOC(=O)CSc1nc2c(cnn2-c2ccc(C)cc2)c(=O)[nH]1	0.3	5	-1	-7	6	4	5	-3	1	9
Cc1ccc(S(=O)(=O)Cc2ccc(C(=O)N3CCC(C)CC3)cc2)cc1	0.1	8	3	-11	4	-2	-10	-9	1	12
COCc1cc(C)nc(SCC(=O)c2ccc(O)c(O)c2)c1C#N	1.1	0	-20	-4	1	-3	-18	-24	-7	-2
C[C@H](CO)N1C[C@H](C)[C@H](CN(C)S(C)(=O)=O)OCc2ccccc2-c2c(n(C)c3ccccc23)C1=O	-0.2	-4	0	14	-5	1	2	0	6	2
Cc1nc(-c2ccccc2)cc(-c2ccccc2)n1	-0.1	-5	-1	2	-4	-1	14	-7	6	0
CCCNC(=O)C1(C)CCN(Cc2ccc(Oc3ccccc3)cc2)C1 (stereo not given)	0.3	1	0	-7	-4	-4	-5	-2	-1	-2
COc1ccc2cc3cc(C(=O)NCc4cccnc4)oc3nc2c1	45*	-4	i	3	-4	5	-3	i	-16	16
COc1ccc(CNC(=O)CCNC(=O)C2CCN(S(=O)(=O)c3ccc(OC)cc3)CC2)cc1	0.0	-4	-1	-9	6	6	-5	1	-3	-8
O=C(O)c1ccc(NS(=O)(=O)c2ccc3nnn(O)c3c2)cc1	0.5	-6	-5	3	4	0	4	-3	1	12
Nc1ccc(SC(F)(F)F)cc1C(=O)c1ccccc1	-0.2	5	-7	2	-2	2	2	-2	-2	-20
COc1cccc(/C=N/NC(=O)c2cc3c(OC)cccc3[nH]2)c1OC	0.1	9	-72	5	-1	5	-13	-94	0	10
Cc1nc2ccc(NC(=S)N3CCOCC3)cc2nc1C	-1.0	-5	-496	7	7	7	7	i	-1	4
O=C(Nc1nc(-c2cccs2)c(-c2ccccc2)s1)c1ccco1	0.0	-5	-25	34*	-8	1	1	-35	1	15
Cc1cc(C)c2ccc(Cl)cc2n1	0.1	1	2	2	9	-4	-7	-7	5	6
Cc1ccccc1-n1ncc(C(C)NC(=O)c2ccco2)c1C (stereo not given)	-0.3	6	-2	-8	3	-5	4	-1	0	5
CCOC(=O)c1c(C)[nH]c(C(=O)N2CCCC(C(=O)c3ccccc3OC)C2)c1C (stereo not given)	0.6	1	1	-8	0	-5	-13	-9	2	-5
Cc1ccc(NC(=O)CN(C)S(=O)(=O)c2ccc3c(c2)n(C)c(=O)c(=O)n3C)cc1	0.8	-3	0	2	5	-2	7	-4	-1	1
O=C1c2ccccc2NC(c2c(Cl)cccc2Cl)N1Cc1ccccc1 (stereo not given)	-13	1	-295	-16	0	-1	-3	-351	5	5
COc1cc2cc(CN(CCc3cccc(C)c3)C(=S)NCCCN(C)C)c(=O)[nH]c2cc1OC	0.8	-5	-17	14	8	-2	-5	-22	1	2
CC(=O)N1CCN(CC(=O)Nc2ccc(SC(F)F)cc2)CC1	0.0	6	2	5	-1	4	4	4	-2	-2
COc1ccc(OC)c(C2C(C#N)=C(N)N(N(C)C)C3=C2C(=O)CC(C)(C)C3)c1 (stereo not given)	-0.2	2	0	-1	-2	-1	3	-7	-2	5
COCCNC(=S)N1CCN(c2ccc(Cl)cc2)CC1	0.4	-4	1	-2	-12	2	10	-2	-1	-15
COc1ccc([C@@H]2CC=C(C(=O)O)[C@H](c3ccc(Cl)cc3)N2S(=O)(=O)c2ccc(C)cc2)cc1OC	-0.2	-2	-1	0	-4	-5	-3	-8	5	1
CCc1nc2c(OCC3CCCCC3)cccn2c1N(C)C(=O)c1ccc(C)cc1	0.5	0	2	3	-7	-6	-7	4	1	-2
Cc1cccc(-c2noc(-c3ccc4c(c3)OCO4)n2)c1	0.4	-3	0	19	-2	1	6	-8	0	7
CCC1=NN(C(=O)c2ccc([N+](=O)[O-])cc2)C(O)(c2ccccc2)C1 (stereo not given)	-0.3	-7	6	12	1	4	3	-2	-3	6
COc1ccc(Nc2nnc(-c3ccc(O)cc3)c3ccccc23)cc1C(N)=O	1.4	6	-47	9	1	-8	-5	-70	2	3
O=C(C1CCN(C2CCN(Cc3cccc4c3OCO4)CC2)CC1)N1CCOCC1	0.7	2	0	-9	6	4	-1	1	-1	0
Cn1c(SCC(=O)OCC(=O)c2ccccc2)nnc1-c1cccs1	0.0	-6	-5	5	-3	2	-23	-2	-1	5
O=C(Nc1ccccc1Br)c1cccc2ccccc12	0.0	3	0	5	3	5	-1	0	-3	12
CC(NS(=O)(=O)c1cccc(Cl)c1F)[C@H](O)c1ccccc1 (stereo not given in full)	-0.1	8	-1	3	4	1	-1	-3	-1	-9
O=C(O)c1c(F)c(F)cc2ccccc12	0.7	-1	2	10	4	-3	1	5	-4	-3
COc1ccc(Nc2nc(N)c(C(=O)c3ccc(F)cc3)s2)cc1	-0.6	7	-10	-6	-8	-2	-13	-12	0	4
O=C(N/N=C/c1cn(-c2ccccc2)nc1-c1ccc2c(c1)OCCO2)c1ccncc1	0.5	6	-5	11	0	-17	6	-3	1	-5
Cc1cc(NC(=O)COC(=O)C2CC(=O)N(c3ccc(C)c(Cl)c3)C2)no1 (stereo not given)	0.0	-1	3	12	-7	0	15	-8	3	-9
COc1ccc(CN(CCN)C2CC(C)N(C)CC2C)cc1 (stereo not given)	-0.1	-1	-1	-1	3	-2	-3	-3	-2	6
O=C(c1ccco1)N(CCC(c1ccccc1)c1ccco1)Cc1ccco1 (stereo not given)	0.0	-6	-3	-10	-12	-8	-8	-8	5	0
COC(=O)c1c(NC(=O)COC(=O)CCNS(=O)(=O)c2ccccc2)sc(C)c1C	0.0	-3	-3	6	-2	1	-31	-4	-1	1
COc1cccc(-c2ncc3ccccc3c2COC(=O)c2ccc(Br)cc2)c1	-0.3	1	-1	5	-2	2	11	-4	0	2
CN(C)c1ccc([C@@H]2[C@@H]([N+](=O)[O-])[C@H]3C=Cc4ccccc4N3[C@H]2C(=O)c2ccc(Cl)cc2)cc1	-0.8	-2	-37	18	-5	0	-1	-38	-9	21
Later entries
SMILES	proKLK7 act	DDE Tn7 FP inh	PLCg1 inh	ARFGAP1 inh	DDE Tn6 FP inh	Rev-erbA mod	sPLA2-III inh	PLC-beta3 inh	UHRF1 MBD2 ctr	ASAP1 inh
Cc1cc(C)n2nc(SCC(=O)N/N=C/c3cccc(Br)c3)nc2n1	-0.1	1	-1	5	2	4	1	-1	-4	-2
CC(C)C(=O)NC(=S)Nc1ccccc1N1CCN(C(=O)c2ccc(Cl)cc2)CC1	-0.4	3	0	-13	0	3	10	-8	-1	6
Cc1cc(C)nc(SC2CC(=O)N(c3ccc(Br)cc3)C2=O)n1 (stereo not given)	0.2	-3	3	10	-8	2	-9	-5	4	13
CCOC(=O)c1c(C)[nH]c(C)c1S(=O)(=O)NC(CC)CN1CCOCC1 (stereo not given)	-0.2	4	1	-11	2	-4	5	-6	1	-3
O=C(N/N=C/c1ccco1)c1cc(-c2ccc3ccccc3c2)n[nH]1	-0.3	6	1	8	-4	-2	-4	-1	-4	-7
CC(C)(C)C(=O)N1CCN(c2ncccc2C(F)(F)F)CC1	0.7	6	-2	-2	3	7	-3	-3	-1	-16
O=C(Nc1ccccc1N1CCOCC1)c1cccs1	-0.1	-6	1	-2	2	0	1	3	-2	-4
CC(OC(=O)/C=C/c1ccccc1)C(=O)Nc1cccc(C#N)c1 (stereo not given)	-0.2	-12	-6	2	2	2	-3	-4	5	-1
O=C1CSc2ccc(C(=O)N3CCN(c4ccccn4)CC3)cc2N1	-0.1	-6	0	12	-8	0	0	-2	1	20
COC(=O)c1ccc(NC(=O)CNC(=O)c2sc3ccccc3c2Cl)cc1	-0.5	-3	-2	-1	-4	12	-1	1	-1	6
CCCCCCN1C[C@H](n2cc(C3CC3)nn2)[C@@H](O)C[C@@H]1c1ccccc1	1.0	5	3	-7	7	-3	-11	1	0	0
CCOc1cc(/C=C2\CCCC(C(=O)C(F)(F)F)=C2O)ccc1O	-0.3	-1	-12	12	-2	-4	1	-12	-4	-7
Cc1cc(C)c(C(=O)COC(=O)CCn2c(C)csc2=O)cc1C	-0.2	4	-1	0	-2	7	-2	-7	2	11
Cc1cccc(NC(=O)[C@H](Cc2ccccc2)NC(=O)OCc2ccccc2)c1	0.2	-1	0	9	-5	-1	-8	-2	8	3
CCOc1ccc(C2CC=C(C(=O)O)CN2S(=O)(=O)c2ccc(C)cc2)cc1 (stereo not given)	0.0	-5	-3	.	2	1	-12	-1	-2	.
CCCCN1CCNC[C@@H]1Cc1ccc(O)cc1	0.6	-2	1	-11	2	-3	-8	4	2	-15

Fetched by structure from the list above, 3 records:
SMILES	proKLK7 act	DDE Tn7 FP inh	PLCg1 inh	ARFGAP1 inh	DDE Tn6 FP inh	Rev-erbA mod	sPLA2-III inh	PLC-beta3 inh	UHRF1 MBD2 ctr	ASAP1 inh
CCOc1ccc(C2CC=C(C(=O)O)CN2S(=O)(=O)c2ccc(C)cc2)cc1 (stereo not given)	0.0	-5	-3	.	2	1	-12	-1	-2	.
Cc1cc(C)c(C(=O)COC(=O)CCn2c(C)csc2=O)cc1C	-0.2	4	-1	0	-2	7	-2	-7	2	11
CCOc1cc(/C=C2\CCCC(C(=O)C(F)(F)F)=C2O)ccc1O	-0.3	-1	-12	12	-2	-4	1	-12	-4	-7
